L3MBTL1 inh = L3MBTL1 (human) inhibition | AlphaScreen L3MBTL1–H3K9me1 peptide binding | Q9Y468 | 230,000 tested, 0.66% active | AID 485360 | Potency, µM (series often up to 57.1 µM), without a hit: at the top dose activity, negative = inhibition, actives largely listed as inhibitors; also: nearly all actives have a fitted effect of over 60% in size
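AlphaScreen proximity signal between nickel-chelate acceptor and streptavidin donor beads (final 10 ug/mL) reports binding of 50 nM L3MBTL1 to 75 nM biotin-H3 K9me1 peptide; complex incubated with compounds 30 min at room temperature; cefsulodin titration as control.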
RGS12 GoLoco inh = blocks human Gai1 binding to RGS12 GoLoco peptide, red readout; P63096; Gai1:RGS12 GoLoco peptide FP, rhodamine, 10 min; Potency, µM (top dose mostly 61.6 µM), inactives show top-dose activity, negative = inhibition, most hits filed as inhibitors; 230,000 tested, 0.44% active; active = well fitted inhibition curve with a large enough effect, not every such curve was filed as active; inactive = no such curve, though single readings can be large or run the other way; also: nearly all actives have a fitted effect of over 30% in size; many of its hits are not listed in these tables
Target sequence (P63096 whole entry, looked up): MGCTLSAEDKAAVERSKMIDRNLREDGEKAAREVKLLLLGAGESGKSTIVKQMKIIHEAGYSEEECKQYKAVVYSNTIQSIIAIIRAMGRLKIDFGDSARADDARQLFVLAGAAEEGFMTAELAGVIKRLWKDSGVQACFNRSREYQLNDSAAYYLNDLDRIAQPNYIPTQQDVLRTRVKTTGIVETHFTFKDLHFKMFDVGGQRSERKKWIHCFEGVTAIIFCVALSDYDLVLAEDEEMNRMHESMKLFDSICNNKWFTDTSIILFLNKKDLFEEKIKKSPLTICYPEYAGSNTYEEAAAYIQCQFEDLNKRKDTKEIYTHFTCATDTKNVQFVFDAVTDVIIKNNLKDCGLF
Tau ThT inhib = blocks human tau fibril formation measured by thioflavin T; recombinant tau K18 P301L, heparin-induced fibrillization, ThT fluorescence; Potency, µM (highest dose often 57.4 µM), for the others: at the highest dose activity, negative = inhibition, usual class: inhibitors; 270,000 tested, 2.1% active; also: nearly all actives have a fitted effect of over 55% in size
Target sequence (P10636 561-689 P618L limits assumed): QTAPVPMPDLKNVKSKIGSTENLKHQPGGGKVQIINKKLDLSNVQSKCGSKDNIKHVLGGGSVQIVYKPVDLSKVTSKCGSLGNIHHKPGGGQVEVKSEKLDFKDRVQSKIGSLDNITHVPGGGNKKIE
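Using a mix of unlabeled (15 uM) and Alexa 594-labeled (0.24 uM) tau K18 P301L, heparin-triggered fibrillization over 6 hr at 37 C was scored by ThT fluorescence.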
RECQ1 inh = RECQ1 (human) helicase inhibition; Potency, µM (highest dose often 57.3 µM), inactives show at the highest dose activity, negative = inhibition, hits mostly inhibitors; 240,000 tested, 0.54% active; RECQ1 DNA unwinding, red fluorescence kinetic read;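 also: plate controls were vehicle for no effect and no enzyme for full effect; nearly all actives have a fitted effect of over 30% in size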
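50 nM RECQ1T1 preincubated 15 min with compound in Tris pH 8.0 buffer with MgCl2, DTT, Tween-20 and 2.5 ug/ml poly(dI-dC); started with 200 nM TAMRA/BHQ-2 forked duplex and 2 mM ATP. Unwinding read as fluorescence (525/598 nm), two reads 2 h apart.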
JMJD2E inh = inhibitors of human JMJD2E histone demethylase. JMJD2E catalytic domain, FDH-coupled NADH fluorescence (FDH is formaldehyde dehydrogenase). Potency, µM (series often up to 57.1 µM), inactives show at the highest dose activity change, negative = inhibition, most hits filed as inhibitors. 230,000 tested, 1.6% active. AID 2147; active = well fitted inhibition curve with a large enough effect, not every such curve was filed as active; inconclusive = small, poorly fitted or top-dose-only effect, or another doubt; inactive = no such curve, though single readings can be large or run the other way;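 also: 0% = wells with enzyme and -100% = buffer wells without enzyme; nearly all actives have a fitted effect of over 50% in size; many of its hits are not listed in these tables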
Target sequence (B2RXH2 1-337 limits assumed): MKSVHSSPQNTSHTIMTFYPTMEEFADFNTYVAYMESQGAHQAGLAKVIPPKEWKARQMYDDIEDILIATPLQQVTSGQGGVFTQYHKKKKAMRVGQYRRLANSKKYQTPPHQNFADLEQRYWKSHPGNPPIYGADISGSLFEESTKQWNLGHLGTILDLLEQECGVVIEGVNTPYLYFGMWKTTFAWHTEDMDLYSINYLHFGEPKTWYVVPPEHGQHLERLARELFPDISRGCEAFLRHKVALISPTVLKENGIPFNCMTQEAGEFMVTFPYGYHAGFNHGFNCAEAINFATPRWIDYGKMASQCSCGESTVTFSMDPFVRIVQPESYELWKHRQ
TRb-SRC2 inh = TRbeta-SRC2 interaction inhibition. P10828. TRbeta-SRC2 peptide binding, fluorescence polarization; receptor liganded with 1 µM T3. Potency, µM (highest dose often 106 µM), for the others: top-dose activity change, negative = inhibition, usual class: inhibitors. 280,000 tested, 0.065% active. AID 1469;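 also: plate controls were bound peptide for no effect and peptide without receptor for full effect; nearly all actives have a fitted effect of over 50% in size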
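Decrease in fluorescence polarization of 20 nM Texas Red SRC2 coactivator peptide flagged inhibition of its binding to 0.6 uM TRb LBD; 1 uM T3 included, incubation 5 hr, ex 555/em 632 nm.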
TR SRC2 fluor cs = counter-screen for TRb-SRC2 inhibitors: fluorescence interference; 280,000 tested, 0.29% active; TRb/SRC2 Texas Red total fluorescence interference; AID 1479; Potency, µM (highest dose often 106 µM), for inactives: at the top dose fluorescence change, negative = quenching; active = well fitted curve in either direction with a large enough effect; inconclusive = small, poorly fitted or top-dose-only effect
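Flags fluorescent or light-absorbing compounds by total fluorescence, S + 2P, at 555 nm excitation and 632 nm emission. Mixture: 20 nM Texas Red SRC2 peptide, 0.6 uM human TRb LBD, 1 uM T3, 5% DMSO; compound exposure 5 h at ambient temperature.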
Tau FP inhib = tau fibrillization inhibition (FP). K18 P301L tau heparin fibrillization, Alexa594 FP, 6 h. Potency, µM (series often up to 57.7 µM), for the others: top-dose activity, negative = inhibition, hits mostly inhibitors. 280,000 tested, 0.39% active; also: nearly all actives have a fitted effect of over 55% in size
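K18 P301L tau (15 uM unlabeled/0.24 uM Alexa 594-labeled, final) + compound + heparin 20 uM final; 100 mM NaOAc pH 7; 6 hr 37 C; ThT 30 uM final added, 1 hr RT; FP ex 555/em 632 nm.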
An asterisk follows results filed as active; i = inactive; ? = inconclusive; . = no result given; & = joins results of further samples; [ ] = remark or other dose. Unless noted, calls follow the shape of the dose curve; as a rule, active = well fitted curve in the direction sought with a large enough effect; inconclusive = small, poorly fitted or top-dose-only effect, or another doubt; inactive = no such curve, though single readings can be large; an effect the other way counts as inactive or inconclusive. Unless noted, % is scaled to controls: 0 for no effect and ±100 for the full control effect; potency is read from the fitted curve at half-maximal effect.

The opening 4 entries as a preview:
SMILES	L3MBTL1 inh	RGS12 GoLoco inh	Tau ThT inhib	RECQ1 inh	JMJD2E inh	TRb-SRC2 inh	TR SRC2 fluor cs	Tau FP inhib
CCOC(=O)c1ccc[n+](CC(=O)c2ccc(OC)cc2)c1	9%	-15%	-7%	-15%	-4%	-5%	0%	1%
CC1(C)CC2CC(C)(CN2C(=O)COC(=O)c2ccc(Cl)cc2N)C1 (stereo not given)	-1%	8%	-3%	-8%	?	4%	-1%	1%
O=C(O)c1cc(-c2ccc(/C=N/Nc3ccc([N+](=O)[O-])cn3)o2)ccc1Cl	.	16%	1.3µM*	i	?	3%	-11%	-5%
O=C(CN1CCOCC1)Nc1ccc([N+](=O)[O-])cc1Br	-3%[11.4 µM]	8%	-4%	i	6%	2%	2%	-11%

The listing (from the top)
SMILES	L3MBTL1 inh	RGS12 GoLoco inh	Tau ThT inhib	RECQ1 inh	JMJD2E inh	TRb-SRC2 inh	TR SRC2 fluor cs	Tau FP inhib
CCOC(=O)c1ccc[n+](CC(=O)c2ccc(OC)cc2)c1	9%	-15%	-7%	-15%	-4%	-5%	0%	1%
CC1(C)CC2CC(C)(CN2C(=O)COC(=O)c2ccc(Cl)cc2N)C1 (stereo not given)	-1%	8%	-3%	-8%	?	4%	-1%	1%
O=C(O)c1cc(-c2ccc(/C=N/Nc3ccc([N+](=O)[O-])cn3)o2)ccc1Cl	.	16%	1.3µM*	i	?	3%	-11%	-5%
O=C(CN1CCOCC1)Nc1ccc([N+](=O)[O-])cc1Br	-3%[11.4 µM]	8%	-4%	i	6%	2%	2%	-11%
Cc1nc(SCCO)c([N+](=O)[O-])[nH]1	4%	3%	-10%	-2%	17%	-1%	-4%	6%
C=CCn1c(SCC(=O)c2ccc(Cl)s2)nc2ccccc2c1=O	3%	11%	18%	-10%	4%	-6%	1%	17%
Cc1cccc(C)c1NC(=S)N(Cc1ccco1)C1CCN(C(C)C)CC1	-11%	-24%	2%	6%	4%	-3%	7%	12%
CCN(CC)C(=O)CN1C(=O)C2CC=C(Cl)CC2C1=O (stereo not given)	3%	-15%	-9%	i	-5%	14%	0%	2%
O=C(NCc1ccccc1)[C@H]1C[C@@H]1[C@H](NP(=O)(c1ccccc1)c1ccccc1)c1ccccc1	-25%	-23%&2%	?	1%&-6%	3%&10%	-3%&2%	-1%&-2%	-5%&-2%
CS(=O)(=O)N(CC(=O)NC1CCCC1)c1ccc(Oc2ccccc2)cc1	6%	5%	-5%	-9%	12%	-5%	-1%	1%
CC(C)(C)c1ccc(C(=O)NC(=S)NCC2CCCO2)cc1 (stereo not given)	-6%	.	-17%	-4%	11%	2%	-3%	-3%
O=C(C1CCN(c2ncnc3c2nc2n3CCCCC2)CC1)N1CCN(c2ccccc2F)CC1	.	.	-11%	.	.	-1%	?	11%
CCc1cc2c(NCc3ccco3)ncnc2s1	-5%	3%	?	-8%	?	-7%	-5%	-11%
CCC1CN(C(=O)C2CCN(S(=O)(=O)c3c(C)noc3/C=C/c3ccc(C)cc3)CC2)c2cc(C)ccc2O1 (stereo not given)	.	.	-5%	.	.	-3%	-1%	-7%
O=C(Nc1ccc(Cl)cc1)N1CCC(c2nc(-c3ccc(F)cc3)no2)CC1	?	8%	2%	i	0%	-20%	0%	?
COc1ccccc1C1C=C(c2ccc(C(C)C)cc2)Nc2nnnn21 (stereo not given)	.	.	-12%	.	.	0%	-1%	-4%
CCOc1ccc2nc(NCCNS(=O)(=O)c3ccccc3)c(C#N)cc2c1	6%	20%	?	-1%	?	-2%	-4%	-14%
Cc1ccc2c3c([nH]c2c1)C(=O)CC(C)(C)S3	4%	4%	-10%	-7%	-1%	14%[53 µM]	0%[53 µM]	-4%
Nc1c(-c2ccc(F)cc2)cnc2ncnn12	15%	-16%	-1%	i	-2%	-4%	-6%	1%
Cc1onc(-c2c(Cl)cccc2Cl)c1C(=O)n1nnc2ccccc21	.	4%	-12%	-7%	5%	-8%	-3%	0%
O=S(=O)(c1ccc(F)c(F)c1F)N1CCN(C(=S)Nc2ccccc2)CC1	0%	9%	0%	3%	?	-1%	-4%	-11%
Cc1csc(NC(=O)/C=C/c2ccc3c(c2)OCO3)n1	0%	8%	-1%	-2%	0%	-3%	-1%	-2%
CCN(CCCNC(=O)CN1N=C(c2ccc(OC)cc2)CCC1=O)c1cccc(C)c1	.	.	?	.	.	1%	1%	2%
CCOC(=O)c1cc(NC(=O)c2cc(C)on2)cc(C(=O)OCC)c1	.	-2%	4%	5%	-5%	-10%	-2%	7%
CCN1C(=O)OC2(CCCCC2)C1(C)O (stereo not given)	3%	-1%	8%	-10%	5%	-3%	-4%	1%
Additional compounds.
SMILES	L3MBTL1 inh	RGS12 GoLoco inh	Tau ThT inhib	RECQ1 inh	JMJD2E inh	TRb-SRC2 inh	TR SRC2 fluor cs	Tau FP inhib
CCCCNC(=O)CCCCC(=O)N/N=C/c1ccccc1Cl	3%	13%	-6%	i	2%	-17%	-3%	-8%
CC(C)C(=O)N1CCN(c2nc(-c3ccccc3)c3c(c2C#N)CC(C)(C)OC3)CC1	4%	-1%	-11%	?	?	6%	3%	-6%
Cc1ccc(-c2nc(CS(=O)CC(=O)N3CCN(c4ncccn4)CC3)c(C)o2)cc1 (stereo not given)	-1%	3%	-22%	-4%	?	0%	-5%	-8%
O=C(c1cccs1)N1CCN(Cc2ccccc2[N+](=O)[O-])CC1	0%	-2%	-4%	-7%	?	3%	0%	6%
COc1cc(NC(=O)Cn2nc(C(F)(F)F)c3c2CCCC3)c(OC)cc1Cl	.	.	4%	.	.	3%	0%	-6%
CCOC(=O)NC1C=CS(=O)(=O)C1 (stereo not given)	-4%	1%	-10%	i	3%	-1%	2%	4%
CC(C)CSc1nnc(-c2ccccc2)c(-c2ccccc2)n1	.	.	-10%	.	.	1%	-2%	-14%
O=C(/C=C/c1ccco1)N/C(=C\c1ccccc1)C(=O)NCCc1nc2ccccc2[nH]1	-8%	13%	?	?	-20%	5%	0%	-5%
Cc1c(Cl)cccc1NC(=O)Cn1cnc2nc3c(cc2c1=O)CCCC3	.	.	12%	.	.	3%	-1%	-11%
O=C(CSc1ccc(-c2nc3ccccc3[nH]2)cn1)Nc1ccc(S(=O)(=O)N2CCCC2)cc1	-12%	9%	-5%	2%	-1%	-7%	8%	1%
CCOC(=O)c1c(CSC(=N)N)n(-c2ccc(Br)cc2)c2cc(Br)c(OC(C)=O)cc12	-2%	0%	16µM*	-29%	?	-6%	-4%	?
COc1ccc(CC(=O)NCCc2sc(-c3ccc(Cl)cc3)nc2C)cc1OC	.	.	-17%	.	.	1%	-16%	-7%
N/C(=N\S(=O)(=O)c1ccc(Cl)cc1)N1CCOCC1	-18%	-10%	9%	-16%	-9%	-2%	-2%	13%
CC(C)c1ccc(N2C(=O)[C@@H]3Cc4ccccc4CN3C2=O)cc1	.	-4%	-14%	i	9%	2%	2%	4%
CCOC(=O)COc1ccccc1C1Nc2ccccc2C(=O)N1c1cccc(Cl)c1 (stereo not given)	17%	1%	-13%	-27%	?	-2%	2%	-6%
O=C(c1ccc2snnc2c1)N1CCN(c2ccccn2)CC1	-3%	.	1%	-10%	9%	-7%	-1%	6%
CCn1nc(C(=O)Nc2ccc(S(=O)(=O)Nc3nccs3)cc2)c2ccccc2c1=O	.	9%	-17%	?	-3%	-2%	-7%	3%
Cc1cc(C)nc(Oc2ccc(Br)cc2Br)n1	16%	1%	-1%	-11%	-4%	8%[53 µM]	-1%[53 µM]	5%
CCOC(=O)c1c(Nc2ccccc2N)cc(C)nc1C	-2%	-4%	3%	3%	9%	-4%	0%	2%
CCOC(=O)C1=c2/c(=C/c3ccccc3OC)c(N)c(C#N)n2C(=O)C(c2ccccc2OC)S1 (stereo not given)	.	9%	-16%	4%	-7%	-5%	-1%	7%
O=C(CCSc1nnc2ccc3ccccc3n12)Nc1ccc(F)cc1	.	0%	4%	0%	?	-6%	4%	-10%
CCC(=O)N1CCc2cc(Br)cc(S(=O)(=O)N3CCN(c4cc(C)ccc4C)CC3)c21	.	.	1%	.	.	-6%	-1%	-1%
C/C(=N/NS(C)(=O)=O)c1ccc2ccccc2c1	.	-2%	-14%	-2%	-17%	2%	-7%	-1%
Cc1cnc(C(=O)OCC(=O)N2CCc3ccccc32)cn1	3%	0%	?	-9%	6%	-2%	-3%	4%
O=C(CNC(=S)N(Cc1ccccc1)Cc1cccs1)NCc1ccc(F)cc1	.	-1%	-11%	-42%	4%	2%	-1%	?
More structures
SMILES	L3MBTL1 inh	RGS12 GoLoco inh	Tau ThT inhib	RECQ1 inh	JMJD2E inh	TRb-SRC2 inh	TR SRC2 fluor cs	Tau FP inhib
COc1cc(C(CC(=O)NCc2ccccc2)N2Cc3ccccc3C2=O)cc(OC)c1OC (stereo not given)	.	.	1%	.	.	5%	2%	-4%
CCOC(=O)CC(NS(=O)(=O)c1ccc2[nH]c3c(c2c1)CCCC3)c1ccccc1Cl (stereo not given)	.	.	-11%	.	.	1%	?	20%
Cc1c(Cl)cccc1NC(=O)[C@@H](NC(=O)c1ccccc1Cl)C(C)C	6%	3%	-10%	4%	18%	6%	2%	2%
CCNS(=O)(=O)c1ccc(NC(=O)Cn2cc([N+](=O)[O-])cn2)cc1	-1%	6%	2%	i	0%	-1%	-3%	7%
CCOC(=O)c1ccc(NC(=O)CSc2nnc(CNC(=O)c3ccc(OC)cc3)n2CC)cc1	.	.	-2%	.	.	-4%	-1%	-2%
C=CCN1C(=O)/C(=C\c2ccc(Cl)cc2)N=C1SCC(=O)NC1CCCCC1	.	10%	-10%	-2%	-1%	-7%	-6%	-3%
CCS(=O)(=O)Nc1ccc(-c2cc(-c3ccccc3)c3cc(C)ccc3n2)cc1	22%	-15%	2%	0%	1%	-15%[53 µM]	0.14µM*[quencher]	-3%
Cn1c(=O)c2c(nc(Oc3ccc4c(c3)OCO4)n2Cc2ccc(Cl)cc2)n(C)c1=O	-5%	5%	-2%	-7%	4%	4%	1%	4%
CC(C)n1c(-c2ccc(C(C)(C)C)cc2)n[nH]c1=S	-1%	6%	-6%	-15%	4%	-5%	0%	-4%
CC(=O)Nc1nonc1NC(=O)c1ccc(C(C)(C)C)cc1	-1%	5%	-3%	i	8%	-16%	-3%	3%

These rows are one share of the data; count on the stated rates, not on these rows.
